Screens (PubChem)
APP 5'UTR act: activates APP 5'UTR luciferase reporter | AID 1276 | activation, % at 2 µM | actives 1% (n = 190,000) | SH-SY5Y APP 5'UTR luciferase reporter, luminescence; zero percent = DMSO vehicle wells;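 active = activation above a set limit, based on mean plus 3 SD of controls, cut at about 140% in these data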; note: values of inactives mirror those of a sister screen read the other way
FLuc inh counter: inhibits firefly luciferase, flagging false hits in luciferase inhibition screens; ATPLite firefly luciferase biochemical luminescence, 10 min; actives 1.5% (n = 200,000); P08659; inhibition, % at 10 µM;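 active = inhibition above about 50% when tested at 10 µM, limit read from the data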
STAT1 activator: activators of IFN-gamma induced STAT1 signaling; actives 2.6% (n = 200,000); NIH 3T3 STAT1-luciferase reporter, luminescence; 100% = IFN-gamma alone, no compound; AID 932; activation (% of control), % at 5.5 µM;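 active = activation above the screen-wide mean activation plus 3 SD, cut at about 130% in these data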;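 note: raw ratio to IFN-gamma control signal so 100% means no change and 0% no light; values of inactives mirror those of a sister screen read the other way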
APP 5UTR inh: APP translation inhibition; actives 0.82% (n = 190,000); inhibition, % at 2 µM; SH-SY5Y APP 5'UTR-luciferase reporter, luminescence;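 active = inhibition above a set limit, derived from the sample mean plus 3 SD, cut at about 45% in these data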; note: values of inactives mirror those of a sister screen read the other way
FLuc act counter: firefly luciferase counter-screen for stimulation assays; ATPlite luciferase biochemical, luminescence, 10 min; 0 = ATP-free wells, 1 = DMSO control; 200,000 tested, under 10 active; P08659; activation factor at 10 µM; AID 1027;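 active = luciferase activation factor, scaled between plate controls, of at least 2 with compound at 10 µM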
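Material: luciferase plus luciferin reagent, cell-free. Medium: PBS buffer for ATP. Also added: ATP substrate, dispensed from a 10.24 µM working solution in PBS. Doses: test compounds dosed from 2 mM stocks in 100% DMSO. Incubation: 10 min post-reagent at room temperature. Technique: light output (luminescence). Read-out basis: luminescence gain marking luciferase activators.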
TLR4-MyD88 BLA: blocks binding of human TLR4 to MyD88; O00206+Q99836; actives 0.18% (n = 200,000); inhibition, % at 8.4 µM; HeLa CL3-4 TLR4/MyD88 BLA complementation, FRET ratio; in the data active = inhibition above about 25%;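 note: 0% = vehicle and 100% = reference inhibitor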
Target sequence (O00206 whole entry, looked up): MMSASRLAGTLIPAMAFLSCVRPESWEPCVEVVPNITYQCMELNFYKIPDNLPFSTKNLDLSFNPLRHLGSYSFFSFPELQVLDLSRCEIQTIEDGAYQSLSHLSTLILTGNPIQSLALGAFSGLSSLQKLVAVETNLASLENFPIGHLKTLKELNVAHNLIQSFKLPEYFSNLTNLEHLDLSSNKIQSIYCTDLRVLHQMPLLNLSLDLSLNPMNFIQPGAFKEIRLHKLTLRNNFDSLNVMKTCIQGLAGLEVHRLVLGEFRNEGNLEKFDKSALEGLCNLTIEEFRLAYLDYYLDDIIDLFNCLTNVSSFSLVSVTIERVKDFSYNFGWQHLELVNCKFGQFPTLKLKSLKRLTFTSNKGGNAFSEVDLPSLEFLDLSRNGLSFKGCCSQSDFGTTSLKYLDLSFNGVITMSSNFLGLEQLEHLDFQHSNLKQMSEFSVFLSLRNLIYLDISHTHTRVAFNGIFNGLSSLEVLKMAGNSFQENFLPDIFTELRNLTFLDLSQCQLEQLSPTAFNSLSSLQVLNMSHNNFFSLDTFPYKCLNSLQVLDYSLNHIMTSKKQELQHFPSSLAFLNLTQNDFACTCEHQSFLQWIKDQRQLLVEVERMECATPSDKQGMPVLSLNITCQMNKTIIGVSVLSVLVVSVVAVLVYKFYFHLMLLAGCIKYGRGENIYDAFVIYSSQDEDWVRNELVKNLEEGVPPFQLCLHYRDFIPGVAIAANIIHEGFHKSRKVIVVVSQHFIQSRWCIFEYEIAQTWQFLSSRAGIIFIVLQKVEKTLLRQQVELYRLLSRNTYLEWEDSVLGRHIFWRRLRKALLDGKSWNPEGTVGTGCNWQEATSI
Target sequence (Q99836 whole entry, looked up): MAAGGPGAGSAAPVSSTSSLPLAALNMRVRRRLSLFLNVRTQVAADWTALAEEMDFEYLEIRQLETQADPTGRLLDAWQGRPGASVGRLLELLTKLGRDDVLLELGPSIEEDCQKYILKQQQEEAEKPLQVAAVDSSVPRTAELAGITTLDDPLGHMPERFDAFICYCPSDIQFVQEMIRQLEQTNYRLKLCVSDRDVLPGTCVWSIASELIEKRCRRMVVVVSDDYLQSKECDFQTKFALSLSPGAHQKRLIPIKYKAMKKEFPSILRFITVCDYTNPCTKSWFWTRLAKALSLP
NF-kB neuron act: NF-kB expression increase, human neuronal cells | NF-kB reporter expression; active compounds read high | fold change at 12.5 µM | actives 1.6% (n = 190,000); in the data active = fold change above about 3.3
G6PDH CS: L. mesenteroides G6PDH inhibition counter-screen; Purified L. mesenteroides G6PDH, diaphorase/resazurin coupled fluorescence, 45 min; actives 0.12% (n = 200,000); inhibition, % at 5 µM; AID 1020; in the data active = inhibition above about 50%
Diaphorase inh: counter-screen for diaphorase-based assays: diaphorase inhibitors and chemical oxidizers. actives 0.69% (n = 190,000). inhibition, % at 20 µM. diaphorase resazurin-to-resorufin fluorescence, NADH, 16 min; bacterial (C. kluyveri) enzyme, not human. AID 1217;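 active = primary screen inhibition at 20 µM above a set limit, cut at about 50% in these data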;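 note: plate controls were DMSO with full reaction for no effect and wells lacking NADH for full effect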
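Test system: diaphorase enzyme from Clostridium kluyveri; amount: diaphorase at 0.14 U/mL in enzyme working solution; detection: fluorescence of resorufin formed from resazurin, Ex 544/Em 590 nm; times: reaction incubation of 16 min at room temperature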
Diaph act CS: counter-screen for diaphorase-based assays: diaphorase activators and chemical reducers; AID 1229; actives 0.005% (n = 190,000); activation factor at 20 µM; Diaphorase/resazurin coupled assay, resorufin fluorescence, 16 min; active compounds read high; 1 = vehicle wells, 0 = NADH-free wells;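 active = diaphorase activity raised at least twofold by the compound at 20 µM; inactive = activation factor below 2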
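Assay system: Purified diaphorase enzyme from Clostridium kluyveri | Amount: Enzyme 0.07 U/mL final | Dosing: Compound 20 µM once, DMSO 1% | Timing: 16 min reaction at room temperature | Detection: Fluorescence, excitation 544 nm and emission 590 nm | Evaluation: Higher resorufin formation from activation or reduction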
Starred values were filed as active, the others as inactive.

Start of the listing, in advance (2 entries):
What do the screens show for `CCCCn1c(O)c(C=Nc2c(C)n(C)n(-c3ccccc3)c2=O)c(=O)[nH]c1=O`?
APP 5'UTR act: 2.2; FLuc inh counter: -4.2; STAT1 activator: 91.3; APP 5UTR inh: -2.2; FLuc act counter: 1; TLR4-MyD88 BLA: 3.3; NF-kB neuron act: 1.38; G6PDH CS: 2.3; Diaphorase inh: 12.1; Diaph act CS: 0.9

Results for O=C(Nc1ccc(Cl)cc1)O/N=C(\c1ccccc1)c1ccccn1 ?
APP 5'UTR act: 5.5; FLuc inh counter: -2.2; STAT1 activator: 109.0; APP 5UTR inh: -5.5; FLuc act counter: 1; TLR4-MyD88 BLA: -3.2; NF-kB neuron act: 1.51; G6PDH CS: 2.8; Diaphorase inh: 4.9; Diaph act CS: 1

The whole of this part (from the top)
What do the screens show for `CCCCn1c(O)c(C=Nc2c(C)n(C)n(-c3ccccc3)c2=O)c(=O)[nH]c1=O`?
APP 5'UTR act: 2.2; FLuc inh counter: -4.2; STAT1 activator: 91.3; APP 5UTR inh: -2.2; FLuc act counter: 1; TLR4-MyD88 BLA: 3.3; NF-kB neuron act: 1.38; G6PDH CS: 2.3; Diaphorase inh: 12.1; Diaph act CS: 0.9

Results for O=C(Nc1ccc(Cl)cc1)O/N=C(\c1ccccc1)c1ccccn1 ?
APP 5'UTR act: 5.5; FLuc inh counter: -2.2; STAT1 activator: 109.0; APP 5UTR inh: -5.5; FLuc act counter: 1; TLR4-MyD88 BLA: -3.2; NF-kB neuron act: 1.51; G6PDH CS: 2.8; Diaphorase inh: 4.9; Diaph act CS: 1

How did O=C(c1ccccc1)C1CCCN(Cc2nc(-c3cnccn3)no2)C1 (configuration not stated) do in these assays?
APP 5'UTR act: -9.5; FLuc inh counter: -2.6; STAT1 activator: 93.8; APP 5UTR inh: 9.5; FLuc act counter: 1; TLR4-MyD88 BLA: -8.2; NF-kB neuron act: 1.07; G6PDH CS: 7.0; Diaphorase inh: 7.3; Diaph act CS: 0.9

Results for O=c1[nH]c(=O)n(C2CCCCC2)c(O)c1C=Nc1ccc(N2CCOCC2)cc1 ?
APP 5'UTR act: -7.1; FLuc inh counter: 4.6; STAT1 activator: 92.2; APP 5UTR inh: 7.1; FLuc act counter: 1; TLR4-MyD88 BLA: -10.2; NF-kB neuron act: 1.06; G6PDH CS: 27.9; Diaphorase inh: 6.0; Diaph act CS: 0.9

Results for O=C1NC(=O)N(c2cccc(Br)c2)C(=O)/C1=C/c1ccsc1 ?
APP 5'UTR act: 10.7; FLuc inh counter: -6.3; STAT1 activator: 99.3; APP 5UTR inh: -10.7; FLuc act counter: 1.1; TLR4-MyD88 BLA: -8.6; NF-kB neuron act: 1.04; G6PDH CS: 12.2; Diaphorase inh: 11.5; Diaph act CS: 0.9

Results for COP(=O)(OC)C(NS(=O)(=O)c1ccccc1)C(Cl)(Cl)Cl (configuration not stated) ?
APP 5'UTR act: -17.4; FLuc inh counter: -1.5; STAT1 activator: 111.4; APP 5UTR inh: 17.4; FLuc act counter: 1; TLR4-MyD88 BLA: 11.2; NF-kB neuron act: 1.15; G6PDH CS: 3.4; Diaphorase inh: 10.3; Diaph act CS: 0.9

How did COc1cc(CN2C(=O)NC(=O)C3(Cc4cc(C)ccc4N(C)C3)C2=O)cc(OC)c1 (configuration not stated) do in these assays?
APP 5'UTR act: 8.9; FLuc inh counter: -5.9; STAT1 activator: 97.9; APP 5UTR inh: -8.9; FLuc act counter: 1.1; TLR4-MyD88 BLA: 1.6; NF-kB neuron act: 1.03; G6PDH CS: -7.6; Diaphorase inh: 20.2; Diaph act CS: 0.8

What do the screens show for `O=C1NC(=S)N(c2ccc(Br)cc2)C(=O)/C1=C/N1CCN(C(=O)c2ccco2)CC1`?
APP 5'UTR act: 8.5; FLuc inh counter: -5.5; STAT1 activator: 103.4; APP 5UTR inh: -8.5; FLuc act counter: 1.1; TLR4-MyD88 BLA: 3.4; NF-kB neuron act: 0.95; G6PDH CS: 5.0; Diaphorase inh: 14.9; Diaph act CS: 0.9

How did COP(=S)(OC)SCN1C(=O)c2ccccc2C1=O do in these assays?
APP 5'UTR act: 14.3; FLuc inh counter: -2.4; STAT1 activator: 97.3; APP 5UTR inh: -14.3; FLuc act counter: 1; TLR4-MyD88 BLA: 5.6; NF-kB neuron act: 0.93; G6PDH CS: 6.8; Diaphorase inh: 6.7; Diaph act CS: 0.9

What do the screens show for `Cn1cnc([N+](=O)[O-])c1Sc1ccc([N+](=O)[O-])cc1`?
APP 5'UTR act: -15.7; FLuc inh counter: 4.6; STAT1 activator: 108.5; APP 5UTR inh: 15.7; FLuc act counter: 1; TLR4-MyD88 BLA: -17.1; NF-kB neuron act: 1.7; G6PDH CS: -2.4; Diaphorase inh: -9.8; Diaph act CS: 1.1

Results for Nc1cc(N2CCNCC2)ccc1[N+](=O)[O-] ?
APP 5'UTR act: 14.5; FLuc inh counter: -5.5; STAT1 activator: 105.1; APP 5UTR inh: -14.5; FLuc act counter: 1.1; TLR4-MyD88 BLA: 13.3; NF-kB neuron act: 1.02; G6PDH CS: 17.8; Diaphorase inh: 11.3; Diaph act CS: 0.9

Results for Cc1ccsc1C(=O)C1CCCN(Cc2cnc(N(C)C)s2)C1 (configuration not stated) ?
APP 5'UTR act: -0.8; FLuc inh counter: -2.2; STAT1 activator: 101.0; APP 5UTR inh: 0.8; FLuc act counter: 1; TLR4-MyD88 BLA: -1.1; NF-kB neuron act: 1.01; G6PDH CS: -4.1; Diaphorase inh: 7.2; Diaph act CS: 0.9

What do the screens show for `CCOC(=O)CNC(=O)CSP(=S)(OCC)OCC`?
APP 5'UTR act: 2.8; FLuc inh counter: -2.5; STAT1 activator: 95.7; APP 5UTR inh: -2.8; FLuc act counter: 1; TLR4-MyD88 BLA: -11.7; NF-kB neuron act: 1.28; G6PDH CS: -1.2; Diaphorase inh: 6.6; Diaph act CS: 0.9

What do the screens show for `Nc1ccc2nonc2c1[N+](=O)[O-]`?
APP 5'UTR act: 12.8; FLuc inh counter: 0.7; STAT1 activator: 107.2; APP 5UTR inh: -12.8; FLuc act counter: 1; TLR4-MyD88 BLA: -3.3; NF-kB neuron act: 1.13; G6PDH CS: 2.7; Diaphorase inh: 19.5; Diaph act CS: 0.8

How did CN1CCCCC1c1ccc(-c2cccnc2)nc1 (configuration not stated) do in these assays?
APP 5'UTR act: -5.7; FLuc inh counter: -12.3; STAT1 activator: 104.5; APP 5UTR inh: 5.7; FLuc act counter: 1.1; TLR4-MyD88 BLA: -23.4; NF-kB neuron act: 1.24; G6PDH CS: 17.5; Diaphorase inh: 5.6; Diaph act CS: 0.9

Results for Cc1cccc(N2C(=O)NC(=O)/C(=C\c3cnc(-c4ccccc4)nc3)C2=O)c1 ?
APP 5'UTR act: 7.5; FLuc inh counter: -4.6; STAT1 activator: 125.5; APP 5UTR inh: -7.5; FLuc act counter: 1; TLR4-MyD88 BLA: -4.1; NF-kB neuron act: 1.3; G6PDH CS: 6.9; Diaphorase inh: 5.0; Diaph act CS: 0.9

How did CCCOC(=O)COc1cc(C)cc2oc(=O)c3c(c12)CCC3 do in these assays?
APP 5'UTR act: -5.7; FLuc inh counter: -4.8; STAT1 activator: 101.7; APP 5UTR inh: 5.7; FLuc act counter: 1; TLR4-MyD88 BLA: -1.8; NF-kB neuron act: 1.29; G6PDH CS: 3.6; Diaphorase inh: 17.6; Diaph act CS: 0.8

How did CCn1c(C(=O)N2CCC(C(=O)N3CCC4(CC3)OCCO4)CC2)cc2sccc21 do in these assays?
APP 5'UTR act: 7.6; FLuc inh counter: -8.6; STAT1 activator: 90.2; APP 5UTR inh: -7.6; FLuc act counter: 1.1; TLR4-MyD88 BLA: 18.4; NF-kB neuron act: 1.11; G6PDH CS: 4.6; Diaphorase inh: -1.5; Diaph act CS: 1

Results for CCCCn1c(C)c(C(=O)OCC)c2c(CN3CCOCC3)c(O)ccc21 ?
APP 5'UTR act: -23.4; FLuc inh counter: -4.3; STAT1 activator: 103.8; APP 5UTR inh: 23.4; FLuc act counter: 1; TLR4-MyD88 BLA: 5.6; NF-kB neuron act: 0.93; G6PDH CS: -2.4; Diaphorase inh: 7.9; Diaph act CS: 0.9

What do the screens show for `CC(=O)c1ccc(-c2ccccc2)cc1`?
APP 5'UTR act: 18.1; FLuc inh counter: 2.9; STAT1 activator: 122.1; APP 5UTR inh: -18.1; FLuc act counter: 1; TLR4-MyD88 BLA: 5.3; NF-kB neuron act: 1.66; G6PDH CS: 8.0; Diaphorase inh: 9.5; Diaph act CS: 0.9

How did O=C(Cn1cc(C(=O)c2ccccc2F)c2ccccc21)NC1CC1 do in these assays?
APP 5'UTR act: 5.5; FLuc inh counter: -6.1; STAT1 activator: 101.0; APP 5UTR inh: -5.5; FLuc act counter: 1.1; TLR4-MyD88 BLA: -4.8; NF-kB neuron act: 1.15; G6PDH CS: 11.1; Diaphorase inh: 9.5; Diaph act CS: 0.9

What do the screens show for `COc1ccc(N2C(=O)CC(=O)NC2=O)cc1`?
APP 5'UTR act: -10.3; FLuc inh counter: -3.7; STAT1 activator: 100.4; APP 5UTR inh: 10.3; FLuc act counter: 1; TLR4-MyD88 BLA: 4.5; NF-kB neuron act: 0.88; G6PDH CS: 3.4; Diaphorase inh: 10.5; Diaph act CS: 0.9

How did Cc1cccc(CN2CCCC(C(=O)c3ccc(C(F)(F)F)cc3)C2)n1 (configuration not stated) do in these assays?
APP 5'UTR act: -4.5; FLuc inh counter: -2.7; STAT1 activator: 97.5; APP 5UTR inh: 4.5; FLuc act counter: 1; TLR4-MyD88 BLA: 3.1; NF-kB neuron act: 0.94; G6PDH CS: 11.5; Diaphorase inh: -9.1; Diaph act CS: 1.1

What do the screens show for `CC(=NCC1CCCO1)c1c(O)n(-c2ccc(C)cc2)c(=O)[nH]c1=O` (configuration not stated)?
APP 5'UTR act: -12.9; FLuc inh counter: 3.1; STAT1 activator: 105.3; APP 5UTR inh: 12.9; FLuc act counter: 1; TLR4-MyD88 BLA: 1.8; NF-kB neuron act: 1.05; G6PDH CS: 3.6; Diaphorase inh: 5.0; Diaph act CS: 0.9

Results for Cc1ccc(N2C(=O)NC(=O)/C(=C/c3cnn(-c4ccc(C)cc4)c3)C2=O)cc1 ?
APP 5'UTR act: 8.2; FLuc inh counter: -11.0; STAT1 activator: 110.7; APP 5UTR inh: -8.2; FLuc act counter: 1.1; TLR4-MyD88 BLA: -0.1; NF-kB neuron act: 1.23; G6PDH CS: 5.4; Diaphorase inh: 9.8; Diaph act CS: 0.9

Results for O=C(CCl)NCC1CCCO1 (configuration not stated) ?
APP 5'UTR act: 0.4; FLuc inh counter: -6.7; STAT1 activator: 109.2; APP 5UTR inh: -0.4; FLuc act counter: 1.1; TLR4-MyD88 BLA: -3.2; NF-kB neuron act: 1.27; G6PDH CS: 1.2; Diaphorase inh: 5.8; Diaph act CS: 0.9

How did COc1cc(/C=C2\C(=O)NC(=O)N(c3ccccc3)C2=O)cc(OC)c1OC do in these assays?
APP 5'UTR act: 6.7; FLuc inh counter: -7.1; STAT1 activator: 101.3; APP 5UTR inh: -6.7; FLuc act counter: 1.1; TLR4-MyD88 BLA: 5.8; NF-kB neuron act: 1.39; G6PDH CS: 11.5; Diaphorase inh: -1.7; Diaph act CS: 1

Some of the compounds tested (hit frequency here may not be typical).
